# Screening data as filed in PubChem BioAssay.
# CYP2C19 activ: cytochrome P450 2C19 (human) activation | P33261 | 96,000 tested, under 10 active | activation factor at 5 µM | recombinant CYP2C19, luciferin-H EGE luminescence; stronger effect = higher value; 0 = fully inhibited enzyme, 1 = untreated enzyme;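 active = activation factor of at least 2 at 5 µM in the primary screen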;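 also: 0 = wells with 2.5 mM tranylcypromine and 1 = vehicle-only wells; values of inactives mirror those of a sister screen read the other way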
# Target sequence (P33261 whole entry, looked up): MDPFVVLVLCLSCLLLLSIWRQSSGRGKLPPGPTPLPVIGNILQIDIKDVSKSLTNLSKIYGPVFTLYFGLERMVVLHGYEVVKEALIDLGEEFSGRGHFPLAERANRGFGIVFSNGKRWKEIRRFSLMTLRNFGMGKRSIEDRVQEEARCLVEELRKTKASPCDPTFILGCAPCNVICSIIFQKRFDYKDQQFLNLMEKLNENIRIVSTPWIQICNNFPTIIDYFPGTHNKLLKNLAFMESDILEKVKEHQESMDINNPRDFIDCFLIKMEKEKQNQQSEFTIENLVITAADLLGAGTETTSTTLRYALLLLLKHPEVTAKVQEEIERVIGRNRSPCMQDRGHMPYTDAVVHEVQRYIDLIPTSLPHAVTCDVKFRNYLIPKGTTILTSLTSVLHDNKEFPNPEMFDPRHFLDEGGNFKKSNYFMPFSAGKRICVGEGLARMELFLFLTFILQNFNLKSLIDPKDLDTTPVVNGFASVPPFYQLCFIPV
# CYP2C9 inh: inhibitors of human CYP2C9. inhibition, % at 5 µM. actives 20% (n = 96,000). CYP2C9 Supersomes, luciferin-H conversion, luminescence;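 active = blocking of liver enzyme CYP2C9 beyond about 50% at 5 µM, limit read from the data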; also: values of inactives mirror those of a sister screen read the other way
# HUVEC tox TNFa: toxic to HUVEC cells under TNF alpha stimulation; AID 848; actives 0.17% (n = 93,000); HUVEC TNFalpha-stimulated, Hoechst cell count, imaging; cell count reduction, % at 2 µM;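 active = cell count reduction exceeding the screen mean by over 5 SD, scaled to untreated wells per plate, cut at about 78% in these data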;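 also: cells counted after 24 h of TNF alpha exposure following the 1 h pretreatment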
# hDAT+cocaine: modulates human dopamine transporter uptake under cocaine; Q01959; LLC-PK1 hDAT cells, [14C]-dopamine uptake with cocaine IC80; actives deviate in either direction; B-score at 10 µM; actives 1.3% (n = 110,000); AID 449768;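 active = Z score or B-score, a plate-position-corrected score, falls beyond the plate's 99.7% confidence bounds, in either direction; inactive = both scores lie inside the 99.7% bounds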;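 also: scored against the spread of the other compound wells on the same plate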
# Target sequence (Q01959 whole entry, looked up): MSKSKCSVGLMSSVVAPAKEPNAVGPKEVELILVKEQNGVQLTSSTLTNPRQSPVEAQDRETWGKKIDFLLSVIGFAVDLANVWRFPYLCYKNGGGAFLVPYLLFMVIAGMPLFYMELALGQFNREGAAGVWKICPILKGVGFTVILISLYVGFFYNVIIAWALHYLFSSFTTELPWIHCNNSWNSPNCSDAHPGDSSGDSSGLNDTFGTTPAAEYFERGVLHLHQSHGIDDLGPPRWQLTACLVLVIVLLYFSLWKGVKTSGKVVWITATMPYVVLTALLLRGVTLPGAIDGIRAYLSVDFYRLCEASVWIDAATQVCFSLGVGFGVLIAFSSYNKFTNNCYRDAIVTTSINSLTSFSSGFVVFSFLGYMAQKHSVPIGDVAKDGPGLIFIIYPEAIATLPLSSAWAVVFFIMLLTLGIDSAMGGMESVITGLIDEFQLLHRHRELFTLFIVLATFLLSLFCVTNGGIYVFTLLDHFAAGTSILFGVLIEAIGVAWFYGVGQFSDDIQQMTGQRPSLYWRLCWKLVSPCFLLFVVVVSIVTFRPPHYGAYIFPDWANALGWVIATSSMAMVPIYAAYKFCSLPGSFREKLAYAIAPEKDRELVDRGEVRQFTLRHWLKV
# CYP2C19 inhib: inhibitors of human CYP2C19 | P33261 | CYP2C19 Supersomes, luciferin-H EGE luminescence, 30 min | inhibition, % at 5 µM | actives 21% (n = 96,000) | AID 778;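 active = CYP2C19 inhibition above a set limit at 5 µM in the primary screen, cut at about 50% in these data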;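 also: plate controls were negative control wells for no effect and 2.5 mM tranylcypromine positive control for full effect; values of inactives mirror those of a sister screen read the other way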
# Calb biofilm kill: kills Candida albicans biofilms | C. albicans biofilm + clotrimazole, Alamar Blue | AID 834 | inhibition, % at 6 µM | actives 0.14% (n = 85,000);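 active = inhibition above 20%; inactive = inhibition below 20%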;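 also: preformed 24 hr biofilms exposed to compound for 48 hr; 0% = biofilm without compound and 100% = blank killed by clotrimazole plus chlorhexidine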
# CYP2C9 activ: activators of human CYP2C9. P11712. recombinant CYP2C9, luciferin-H conversion, luminescence; stronger effect = higher value; factor 1 = untreated enzyme, 0 = blocked. activation factor at 5 µM. actives 1.4% (n = 96,000). AID 1024;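 active = activation factor of 2 or more for CYP2C9 at a 5 µM dose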;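 also: 0 = sulfaphenazole-blocked wells and 1 = vehicle-only wells; values of inactives mirror those of a sister screen read the other way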
# VCAM1 TNFa inh: reduces TNF alpha induced VCAM1 expression in HUVEC | HUVEC TNFa-induced VCAM-1 immunofluorescence, high-content imaging | inhibition, % at 2 µM | actives 0.48% (n = 95,000) | AID 802;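 active = inhibition above the batch mean plus 3 SD, with images confirmed as a hit by eye, cut at about 37% in these data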;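 also: 0% = TNF-stimulated DMSO wells and 100% = unstimulated control wells; not every result past the cut was called active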
# HUVEC tox IL1B: toxic to HUVEC cells under IL-1B stimulation; cell count reduction, % at 2 µM; AID 845; actives 0.41% (n = 94,000); HUVEC cell count loss, Hoechst imaging, IL-1B stimulated;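 active = cell count reduction more than 3 SD above the screen-wide mean, cut at about 70% in these data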;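 also: normalized per plate to untreated control cells as the no-loss baseline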
# * marks the source's active call; other numbers are inactive results; x = no result given.
SMILES,CYP2C19 activ,CYP2C9 inh,HUVEC tox TNFa,hDAT+cocaine,CYP2C19 inhib,Calb biofilm kill,CYP2C9 activ,VCAM1 TNFa inh,HUVEC tox IL1B
O=C(CSc1nnc(-c2ccccn2)n1-c1ccccc1)Nc1ccc2c(c1)OCO2,0.9,3,-7,-0.11,5,4,1,19,-30
CCn1c(CNc2ccc(OC)cc2)nnc1SCC(=O)Nc1ccc(F)cc1,x,x,19,-0.85,x,5,x,10,-8
O=C1/C(=C\c2ccc3c(c2)OCO3)CCC/C1=C/c1ccc2c(c1)OCO2,0.9,-15,-3,x,10,x,1.2,1,22
CC(C)C(CC(=O)N1CCCCC1)C1CCOC(C)(C)C1 (stereo unspecified),x,x,x,0.48,x,8,x,-1,-37
O=C(COC(=O)c1n[nH]c2ccccc12)Nc1ccc(S(=O)(=O)N2CCCC2)cc1,1,26,-51,0.51,-1,6,0.7,-5,-19
CCOc1ccc(NC(=O)C2CC(=O)N=C(N)S2)cc1 (stereo unspecified),1,-2,-22,-0.57,0,x,1,-41,10
Cc1ccc2nsnc2c1S(=O)(=O)NC1CC1,x,x,-31,-0.9,x,1,x,3,0
COc1ccc2nc(NC(=O)CCc3nc(-c4ccccc4F)no3)sc2c1,0.7,48,-42,-0.9,27,5,0.5,-13,-30
COCc1nnc(NC(=O)c2ccc(NC(=O)C(C)C)cc2)s1,1,11,-14,-1.2,-2,x,0.9,-9,-11
Cc1cc(C(=O)O)c(S(C)(=O)=O)s1,1.1,-5,-39,0.54,-6,6,1.1,5,9
COC(=O)C(CCSC)NC(=O)Cn1ncc2c(=O)oc3ccc(C)cc3c21 (stereo unspecified),1.1,34,x,-0.097,-6,4,0.7,x,x
CC[C@@H](C)[C@H](NS(=O)(=O)c1ccc(C)cc1)C(=O)N1CCC(C(=O)NCC(=O)O)CC1,0.9,7,0,-0.54,10,9,0.9,7,-24
COc1cc(/C=c2\sc3nc(-c4ccncc4)nn3c2=O)ccc1OC(C)=O,0.4,76*,x,x,60*,4,0.2,x,-5
CCc1ccc2c(c1)C1(NN=C(c3cccc4ccccc34)S1)C(=O)N2 (stereo unspecified),x,x,-16,0.022,x,2,x,9,12
c1ccc(COc2ccc(OCCOCCn3cncn3)cc2)cc1,0.7,30,-6,1.1,31,8,0.7,11,-36
CCOC(=O)/C=C(\C)Nc1cc(C)nn1-c1ccccc1,1,-10,x,-0.047,3,5,1.1,x,x
CCNS(=O)(=O)c1ccc2c(c1)n(C)c(=O)n2C,1,-5,-8,0.73,3,3,1,-2,6
COc1ccc2c(CSc3nc4nc(C)cc(C)n4n3)cc(=O)oc2c1,0.3,85*,-32,1.2,72*,8,0.2,-4,-34
COc1ccc(NC(=O)CSc2nnc(Cc3cccn3C)n2-c2ccc(C)cc2)cc1OC,0.9,26,-5,0.9,9,9,0.7,-3,x
CS(=O)(=O)N(CC(=O)N1CCCCCC1)Cc1ccc(Cl)cc1,0.1,36,-29,0.41,93*,-2,0.6,-2,-11
Cc1c(C(=O)NCC2COc3ccccc3O2)oc2ccc(S(=O)(=O)N(C)C3CCCCC3)cc12 (stereo unspecified),0.5,95*,-16,-0.0059,49,4,0,3,x
CCOC(=O)C1CCN(C(=O)COc2ccc(S(=O)(=O)NC(C)C)cc2)CC1,0.9,18,-16,0.17,8,3,0.8,-8,-1
Cc1cccn2c(=O)c3cc(C(=O)N4COCC4(C)C)n(C)c3nc12,1,0,x,x,0,0,1,x,x
O=C(Nc1ccc(NC(=O)C2CCCCC2)cn1)c1ccco1,0.8,18,-20,0.75,22,4,0.8,4,-27
CCN(CC)C(=O)CN(Cc1ccccc1)S(=O)(=O)c1ccc(F)cc1,0.8,-7,-11,-0.054,16,8,1.1,11,-220

# Next results follow:
SMILES,CYP2C19 activ,CYP2C9 inh,HUVEC tox TNFa,hDAT+cocaine,CYP2C19 inhib,Calb biofilm kill,CYP2C9 activ,VCAM1 TNFa inh,HUVEC tox IL1B
CS(=O)(=O)c1ccc2nc(NC(=O)C3C4C=CC(C4)C3C(=O)O)sc2c1 (stereo unspecified),1,-5,8,1,1,7,1.1,20,-23
COC(=O)C1C(C(C)C)N(c2ccccc2)OC1(C)O (stereo unspecified),0.4,-2,x,1.5,56*,3,1,x,x
Cc1cc(C)cc(-n2c(C)cc(/C=N/NC(=O)CN(c3c(C)cccc3C)S(C)(=O)=O)c2C)c1,0.8,49,-5,-1.2,18,x,0.5,6,-5
Cc1cc(=O)n2c(ccc3ccccc32)c1C#N,1,16,x,-0.8,1,9,0.8,x,x
O=C(NO)C1CC2C=CC1C2 (stereo unspecified),1,4,-36,-0.44,2,x,1,-61,-17
COc1ccc(CC(=O)Nc2cc(C)ccn2)cc1,0.2,35,-4,-0.68,85*,4,0.7,17,-27
O=C(Nc1nc(=O)c2ccccc2s1)c1ccc(Cl)cc1,0.4,39,1,-0.049,62*,x,0.6,6,-45
CCOc1ccc(N(C(C)C(=O)NC(C)CC)S(C)(=O)=O)cc1 (stereo unspecified),0.7,25,-1,-0.28,28,10,0.8,14,9
O=C(NCCc1ccncc1)c1ccccc1F,0.2,57*,-17,-0.014,81*,8,0.4,10,-24
Cc1cc(C)n(Cc2nc3ccccc3n2C)n1,0.9,-12,6,-0.95,8,5,1.1,14,-8
O=C([C@H](Cc1ccccc1)NS(=O)(=O)c1ccc(Cl)cc1)N1CC[C@@]2(O)CCCC[C@H]2C1,0.6,35,-2,1.9,40,9,0.6,4,-13
O=C(Oc1c(Cl)cc(Cl)c2cccnc12)N1CCCCC1,0.4,54*,-19,1,64*,-1,0.5,-3,-4
C=CCNc1nc(N2CCOCC2)c(C#N)c2c1CN(C)CC2,0.9,40,-6,0.36,14,4,0.6,-28,2
Cc1noc(C)c1C(=O)OCC(=O)c1c(N)n(CC(C)C)c(=O)n(C)c1=O,1,38,-26,-0.11,1,3,0.6,7,2
CCOC(=O)CN1C=C(c2ccc3ccccc3n2)C(C[N+](=O)[O-])c2ccccc21 (stereo unspecified),0.3,92*,-10,1.5,72*,2,0.1,12,7
Cn1c(=O)n(C)c2cc(C(=O)O)ccc21,1.2,-22,-3,-1.9,-21,2,1.2,-9,-7
CCC(C)(NC(=O)c1ccccn1)C(=O)NC1CCCCC1 (stereo unspecified),0.8,12,-30,0.27,18,-2,0.9,-2,-17
C#CCn1c(=NC(=O)c2cccs2)sc2cccc(OCC)c21,0.9,68*,-14,-0.69,5,0,0.3,-4,2
CCN(CC)C(=O)CN1C(=O)C2(OCC(C)(c3ccccc3)CO2)c2ccccc21 (stereo unspecified),0.1,77*,-3,0.44,86*,9,0.2,-8,-11
Cc1c(C2Nc3ccccc3C(=O)N2O)cnn1C (stereo unspecified),x,x,-1,0.33,x,1,x,5,-18
Cc1ccccc1NC1=C(Cl)C(=O)OC1OC(C)C (stereo unspecified),0,30,-37,-1.1,96*,x,0.7,8,-26
CC(C)C(c1nnnn1Cc1ccc(F)cc1)N1CCN(Cc2ccc3c(c2)OCO3)CC1 (stereo unspecified),0.1,72*,-30,0.13,87*,9,0.3,-14,-31
N#Cc1nc(-c2cccs2)oc1N1CCN(Cc2ccccc2)CC1,0.8,-17,-1,-1,19,-2,1.2,19,-13
COc1ccc(S(=O)(=O)N2CN(Cc3ccco3)c3nc4ccccc4nc32)cc1,0.3,54*,0,-0.34,70*,9,0.5,-4,-11
Cc1ccc(S(=O)(=O)NNC(=O)C2CCN(S(=O)(=O)c3ccc(C)cc3)CC2)cc1,1,13,-1,-0.64,0,x,0.9,-2,22

# (further entries)
SMILES,CYP2C19 activ,CYP2C9 inh,HUVEC tox TNFa,hDAT+cocaine,CYP2C19 inhib,Calb biofilm kill,CYP2C9 activ,VCAM1 TNFa inh,HUVEC tox IL1B
Cc1cccc(CN2CCN(CC(=O)NCCCN3CCCC3=O)C2=O)c1,1.1,-6,x,-0.3,-14,4,1.1,x,x
Cc1cc(C)c(C#N)c(OCC(=O)c2ccc(Br)cc2)n1,0.8,14,14,-0.025,20,4,0.9,3,-6
CN(C)/C=C/C(=O)c1ccc(Cl)cc1,0.8,0,-7,-0.043,18,x,1,4,-30
COc1cc2c(cc1OC)C1(Nc3c-2c(-c2ccccc2)nn3-c2ccccc2)C(=O)Nc2ccccc21 (stereo unspecified),1,60*,-2,0.95,3,-7,0.4,-6,-22
C=CCn1c(COc2cccc(C)c2)nnc1SCC(=O)NC(=O)NCc1ccco1,0.7,-62,-11,-1.3,29,12,1.6,3,1
COc1cccc(C(c2nnnn2CCc2ccccc2)N2CCN(c3ccccc3)CC2)c1OC (stereo unspecified),x,x,-18,-0.2,x,6,x,1,-24
O=c1[nH]cnc2scc(-c3ccccc3)c12,0.9,7,-14,-0.36,8,9,0.9,19,x
CCc1ccccc1-n1c(SCC(=O)N2CCCC2)nnc1-c1ccccn1,0.7,25,5,0.12,31,8,0.7,18,-21
O=C(CSc1nnc(-c2cccnc2)n1-c1ccccc1)Nc1ccc2c(c1)OCO2,1.1,11,3,0.88,-6,-1,0.9,14,-24
S=C(Nc1ccc(N2CCOCC2)cc1)Nc1ccc2nc(-c3ccco3)c(-c3ccco3)nc2c1,0.7,28,7,x,30,0,0.7,-10,-3
O=C(CN1CCN(C(=O)c2ccco2)CC1)Nc1cc(C(F)(F)F)ccc1Cl,0.7,47,-19,-0.0069,29,-5,0.5,6,-32
COc1ccc(OC)c(NC(=O)c2cnc3ccccn3c2=O)c1,x,x,-16,x,x,5,x,23,5
CCCNC(=O)CS(=O)Cc1nc(-c2ccccc2C)oc1C (stereo unspecified),0.9,0,4,-0.027,8,11,1,-4,8
CCCCOc1ccc(N(CC(=O)NCC2CCCO2)C(=O)CCC(=O)Nc2cc(C)ccn2)cc1 (stereo unspecified),x,x,-5,1.7,x,5,x,-5,28
CC1CN(c2nc3ccccc3nc2C(C#N)C(=O)OC2CCCCC2)CC(C)O1 (stereo unspecified),0.8,39,-4,0.063,18,3,0.6,15,1
ONC(=Nc1ccc(Cl)cc1)c1ccccc1,0.1,24,x,-9.7*,91*,x,0.8,x,x
CC(C)Oc1ccc(-c2nn(-c3ccccc3)cc2/C=c2\sc3ncnn3c2=O)cc1,1.1,6,-21,x,-7,-3,0.9,3,-17
COc1ccc(CCNc2nc3c(c(=O)n(C)c(=O)n3C)n2C)cc1OC,1,12,1,0.92,3,6,0.9,11,19
Cn1c(CSc2ccccc2)c(C#N)c2ccccc21,0.2,-26,-25,-0.19,75*,-4,1.3,-11,-9
CNC(=O)C1CC(=O)N(Cc2ccc(OC)c(OC)c2)C(=Nc2ccc(OC)cc2)S1 (stereo unspecified),0.6,41,10,0.8,38,7,0.6,22,-11
Cc1csc(NC(=O)c2c(O)c3cccc4c3n(c2=O)CCC4)n1,1.1,6,x,x,-13,1,0.9,x,x
COc1ccc(C2CC(=O)c3cnc(N)nc3C2)c(OC)c1 (stereo unspecified),0.8,31,-20,0.6,22,5,0.7,-3,-58
Oc1ccc2c(c1)C1CCCC1(N1CCOCC1)O2 (stereo unspecified),1.2,-9,x,0.6,-15,-10,1.1,x,x
O=C(O)c1cccc2c1C(=O)N(Cc1ccncc1)C2,1,6,-12,-0.76,-2,-3,0.9,2,-12
CCC(=O)Nc1ccc2c(c1)ncn2-c1ccccc1OC,1.1,-46,-25,-0.49,-9,8,1.5,9,3
CCc1nnc(NS(=O)(=O)c2ccc(NS(=O)(=O)c3ccccc3)cc2)s1,1.1,78*,-4,1.2,-6,1,0.2,4,10

# Outcome played no part in choosing rows, and some 29% of all compounds hit somewhere here.
